# Screens as filed in PubChem.
# GAA glycogen mod: alters human alpha-glucosidase cleavage of glycogen | AID 2100 | 0.38% of 300,000 active | Potency, µM (series often up to 76.4 µM), for the others: top-dose activity change, negative = inhibition, hits mostly inhibitors | P10253 | recombinant GAA, glycogen substrate, Amplex Red glucose oxidase fluorescence; active = well fitted inhibition curve with a large enough effect; inconclusive = small, poorly fitted or top-dose-only effect, or another doubt; inactive = no such curve, though single readings can be large or run the other way;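 also: 0% = full enzyme reaction and -100% = no-enzyme basal signal; the screen sought inhibitors and activators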
#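 Recombinant enzyme (4 nM final) with compounds titrated up to 77 uM and bovine liver glycogen (30 ug) in citrate pH 5.0, 0.01% Tween-20, 37 C 40 min. Released glucose detected by Amplex Red/glucose oxidase (Ex 573/Em 610); AC50 from Hill fits.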
# Numbers without * were called inactive; ? = inconclusive; [ ] = dose if it differs, or a comment. Potency is read from the fitted curve at half-maximal effect. A portion of the library; the hit share may differ from the screen's.
SMILES,GAA glycogen mod
Cc1ccc(OCc2ccc(-c3nc(C#N)c(NCc4ccccc4Cl)o3)o2)cc1,?
CCCCNc1nc2c(c(=O)n(C)c(=O)n2C)n1CC(O)COc1ccccc1C (stereo not drawn),13.1%[76.3 µM]
COCCCNC(=S)N(CCCO)Cc1cc2cc3c(cc2[nH]c1=O)OCO3,0.1%[76.3 µM]
CCN(CC)c1ccc(NC(=O)c2cc(S(=O)(=O)N3CCc4ccccc43)cn2C)c(C)c1,5.3%[76.3 µM]
NC(=O)c1cc(S(=O)(=O)N2CCN(c3ccc([N+](=O)[O-])cc3)CC2)cs1,-22.9%[76.3 µM]
O=C(CSc1nnc(CNC(=O)c2c(F)cccc2F)o1)NCC1CCCO1 (stereo not drawn),0.4%[76.3 µM]
CCc1cc(C(=O)OC)c(NC(=O)c2ccoc2C)s1,-15.3%[76.3 µM]
CCCCC[C@H]1CN(C2CCCCC2)C(=O)[C@@H]1CC(=O)NCc1ccc(OC)cc1,6.2%[76.3 µM]
COc1ccc(-n2c(SCC(N)=O)nc3c(oc4ccccc43)c2=O)cc1,-6.6%[76.3 µM]
CC(C)c1ccc(NC(=O)c2cc3c(=O)[nH]c4ccccc4c3n2C)cc1,-3.5%[76.3 µM]
Cc1cc(OCC(=O)NCC2(N3CCN(C)CC3)CCCCC2)cc(C)c1Cl,14.1%[76.3 µM]
CCn1c(SCC(=O)c2ccc([N+](=O)[O-])cc2)nnc1-c1ccc(Cl)cc1,-15.4%[76.3 µM]
Cc1ccccc1COc1ccc(-c2nn[nH]n2)cc1,7.9%[76.3 µM]
COc1cc(NC(=O)C(CC(C)C)NS(=O)(=O)c2ccc3c(c2)CCN3C(C)=O)cc(OC)c1 (stereo not drawn),-4.2%[76.3 µM]
COc1cccc2cc(CC(=O)c3cc(C)ccc3C)c(=O)oc12,-8.2%
COc1ccc(C)cc1NC(=O)C1CCN(C(=O)c2ccc(C(C)(C)C)cc2)CC1,2.9%
CC(=O)Nc1nc2c(s1)CCc1ccccc1-2,-1.3%[76.3 µM]
CCn1cc(C(=O)NCCOC)c(=O)c2cc(S(=O)(=O)N3CCOCC3)ccc21,12.5%[76.3 µM]
CCOc1c(Br)cc(C2NC(=O)CCC2[N+](=O)[O-])cc1OC (stereo not drawn),2.3%
Cc1ccc(C)c(NC(=O)CCN2CCN(CCO)CC2)c1,13.8%[76.3 µM]
CC(=O)Nc1cc[n+](CC(=O)c2cccc([N+](=O)[O-])c2)cc1,-1.3%[76.3 µM]
O=C(Nc1ccc2oc(-c3ccc4ccccc4c3)nc2c1)c1ccc(Cl)c(Cl)c1,15.6%[76.3 µM]
CCc1nnc(NC(=O)c2cc(S(=O)(=O)N(C)c3ccc(OC)cc3)ccc2Cl)s1,-4.0%[76.3 µM]
COc1ccc(CCNC(=O)CNCC(c2ccccc2)N(C)C)cc1OC (stereo not drawn),0.4%
Cc1ccc(NC(=O)C(Cc2c[nH]c3ccccc23)NC(=O)OC(C)(C)C)c(C)c1 (stereo not drawn),7.2%[76.3 µM]

# Entries from the list above with a nitro group on carbon, in the order listed:
SMILES,GAA glycogen mod
NC(=O)c1cc(S(=O)(=O)N2CCN(c3ccc([N+](=O)[O-])cc3)CC2)cs1,-22.9%[76.3 µM]
CCn1c(SCC(=O)c2ccc([N+](=O)[O-])cc2)nnc1-c1ccc(Cl)cc1,-15.4%[76.3 µM]
CCOc1c(Br)cc(C2NC(=O)CCC2[N+](=O)[O-])cc1OC (stereo not drawn),2.3%
CC(=O)Nc1cc[n+](CC(=O)c2cccc([N+](=O)[O-])c2)cc1,-1.3%[76.3 µM]

# The list continues:
SMILES,GAA glycogen mod
O=C(Nc1cccnc1)c1ccc(Cl)c(S(=O)(=O)N2CCCCC2)c1,-9.4%[76.3 µM]
CC(=O)N1CCN(C(=O)c2ccco2)CC1,6.2%
COc1ccc2nc(SCC(=O)NCc3ccc(F)cc3)[nH]c2c1,-12.6%
CCOc1cc(/C=C(\C#N)C(=O)Nc2ccc(C)cc2)ccc1OCc1cc(=O)n2nc(CC)sc2n1,2.3%[76.3 µM]
COc1ccc(-c2nn3c(-c4ccccc4C)nnc3c3ccccc23)cc1,-7.4%[76.3 µM]
CCOC(=O)N1CCc2c(sc3c2c(=O)n(-c2ccc(CC)cc2)c(=O)n3C)C1,14.0%[76.3 µM]
COCCCn1c(=N)c(C(=O)NCc2cccnc2)cc2c(=O)n3cccc(C)c3nc21,11.6%[76.3 µM]
COc1ccccc1-n1ccnc1SCC(=O)NCC1CCCO1 (stereo not drawn),3.2%[76.3 µM]
O=[N+]([O-])c1ccc(N2CCN(c3ccccn3)CC2)c(Cl)c1,0.0%
C=CCn1c(SCC(C)=O)nc2sc3c(c2c1=O)CCC3,4.7%
CCc1nnc(NC(=O)CCS(=O)(=O)Cc2ccccc2)s1,5.4%[76.3 µM]
O=C(CNCC(=O)Nc1ccc(F)c(F)c1F)Nc1ccc(F)c(F)c1F,-2.8%
Cc1ccccc1OCc1ccc(-c2nc(C#N)c(N3CCN(c4cccc(Cl)c4)CC3)o2)o1,18.9%[76.3 µM]
Cc1ccc(NC(=O)CSc2ccc(-c3cccnc3)nn2)c(C)c1,-0.3%[76.3 µM]
COc1cccc(NC(=S)NC(=O)/C=C/c2ccco2)c1,-10.8%[76.3 µM]
CCOC(=O)c1[nH]c2c(c1Cc1ccccc1)C(=O)CC(c1ccc(OC)cc1)C2 (stereo not drawn),-10.8%[76.3 µM]
Cc1ccc2c(COC(=O)c3ccccc3Br)cc(=O)oc2c1,7.5%
COc1ccc(N(Cc2ccccc2)S(=O)(=O)c2cc(C(=O)O)ccc2Cl)cc1,-16.0%
Cc1ccc(SCC(=O)Nc2nnc(C(C)(C)C)s2)cc1,0.8%[76.3 µM]
CCn1cc(CNC(=O)C2CCC(=O)N(Cc3ccc(Cl)cc3)C2)cn1 (stereo not drawn),2.0%[76.3 µM]
CCNC(=O)N1CCCC(C(=O)c2ccc(-c3ccccc3)cc2)C1 (stereo not drawn),-9.1%[76.3 µM]
CCOc1ccccc1NC(=S)N1CCN(c2ccccc2)CC1,2.0%[76.3 µM]
O=C(Nc1nnc(N2CCCC2)s1)Nc1cc(F)ccc1F,8.7%[76.3 µM]
O=C(Nc1ccncc1)c1ccc(NS(=O)(=O)c2ccc3[nH]c(=O)[nH]c3c2)cc1,-5.6%[76.3 µM]
Cc1ccc2oc(-c3cc(NC(=O)c4ccc5c(c4)OCCO5)cc(C)c3O)nc2c1,2.9%[76.3 µM]

# Next results follow.
SMILES,GAA glycogen mod
Cc1ccc2nc(-c3cccs3)c(Nc3ccc4c(c3)OCCO4)n2c1,?
COc1ccc(OCCC(=O)OCC(=O)NC(=O)NC2CCCCC2)cc1,-3.9%[76.3 µM]
CCC(C(=O)NC1CCCC1)N(C(=O)c1snc(C(N)=O)c1N)c1ccc(OC)c(OC)c1 (stereo not drawn),-8.0%[76.3 µM]
Cc1ccc(-n2ncc3c2CC(C)(C)CC3NC(=O)CCN2CCCCC2=O)cc1 (stereo not drawn),-3.8%[76.3 µM]
Cc1ccc(NC(=O)c2cc(S(=O)(=O)N3CCOCC3)cn2C)c(C)c1,3.5%[76.3 µM]
Cc1ccc(NC(=O)N2CCCN(C(=O)OC(C)(C)C)CC2)cc1Cl,1.5%
Cc1ccc(S(=O)(=O)c2nnn3c2nc(N2CCN(c4ccc(F)cc4)CC2)c2cc(Cl)ccc23)cc1C,15.3%[76.3 µM]
COc1cccc(NC(=O)c2cnn(-c3ccccc3)c2C)c1,-6.5%[76.3 µM]
Cn1c(=O)c(C(=O)NCc2ccc(F)cc2)c(O)c2ccccc21,0.4%[76.3 µM]
Clc1ccccc1-c1nc(Nc2ccccc2)nc2ccc(Br)cc12,5.0%[76.3 µM]
CCN(C(=O)CN(C)S(=O)(=O)c1ccc2c(c1)n(C)c(=O)c(=O)n2C)c1cccc(C)c1,-5.3%[76.3 µM]
COc1ccccc1NC(=O)CCN1CCN(c2ccc(Cl)cc2)CC1,-0.4%[76.3 µM]
Clc1ccccc1CNc1nc2ccccc2c2nc(-c3ccccc3)nn12,-6.2%[76.3 µM]
CCc1nccn1S(=O)(=O)c1cc(OC)ccc1OC,-1.3%[76.3 µM]
CCOC(=O)c1ccc(N2C(=O)c3n[nH]c(-c4ccco4)c3C2c2cccc(OC)c2)cc1 (stereo not drawn),-13.3%[76.3 µM]
COc1ccc(OC)c(C(=O)NC(CC(N)=O)c2ccc(N3CCCCCC3)c([N+](=O)[O-])c2)c1 (stereo not drawn),-1.2%[76.3 µM]
CCS(=O)(=O)N1CCC(C(=O)Oc2ccccc2Cl)CC1,-10.0%[76.3 µM]
COC(=O)c1ccc(Cn2nnc3c(=O)[nH]c(C4CCCN(S(=O)(=O)c5cccc(Cl)c5)C4)nc32)cc1 (stereo not drawn),-5.0%[76.3 µM]
COc1ccc2nc(SCC(=O)Nc3cc(C)on3)c(C#N)cc2c1,-1.4%
CC(C(=O)N1CCc2ccccc21)N1CCN(c2cccc(C(F)(F)F)c2)CC1 (stereo not drawn),-1.1%[76.3 µM]
Cc1cnc(C(=O)NC2CC(C)(C)Cc3c2cnn3-c2ccccc2)cn1 (stereo not drawn),-3.6%[76.3 µM]
O=C(Nc1ccc(F)c(F)c1)C1CCCN(S(=O)(=O)c2cccc3nonc23)C1 (stereo not drawn),-12.9%
CCc1nccn1CCC(=O)N1CCCC(Nc2ccc(C(C)C)cc2)C1 (stereo not drawn),-21.7%[76.3 µM]
CCN1C(=O)NC(c2ccc(Cl)cc2)C2=C1CCCC2=O (stereo not drawn),-13.0%
Cc1cc2c(c(=O)n1Cc1ccccc1)C1O[C@](CCCCN3C(=O)c4ccccc4C3=O)(Cc3cc(C#N)ccc31)O2,13.3%[15.3 µM]

# (next part)
SMILES,GAA glycogen mod
CCCCN(Cc1cc2ccccc2[nH]c1=O)S(=O)(=O)c1ccc(C)cc1,7.0%[76.3 µM]
CC(C)(C)C(=O)Nc1ccc(-c2cn3cccnc3n2)cc1,-0.6%
CC(C)C(=O)N1CCN(c2ccccc2NC(=O)c2ccc([N+](=O)[O-])o2)CC1,7.1%
O=C(NNC(=O)c1ccc(S(=O)(=O)N2CCCCC2)cc1)c1ccccc1,-7.4%
CCOC(=O)c1c(-c2ccc(OC)cc2)oc2ccc(OCC(N)=O)cc12,-1.9%
Cn1c(=O)c2sccc2n2c(CCCC(=O)Nc3ccc(Oc4ccccc4)cc3)nnc12,7.6%[76.3 µM]
CCc1nn(CC(=O)NC2CC2)c(=O)c2cc3c(OC)cccc3n12,-1.1%[76.3 µM]
COc1ccc(S(=O)(=O)NCCSc2nnnn2-c2ccccc2)cc1,-4.7%[76.3 µM]
Cc1ccc(C)c(Cn2c(=O)n(Cc3ccccc3)c(=O)c3sc4ccccc4c32)c1,4.5%[76.3 µM]
CC(=O)Nc1ccc(NC(=O)[C@@H](NC(=O)c2cccc(C)c2)C(C)C)cc1,-10.6%
Cc1ccc(-c2csc(N3CCN(c4ccc5nc(-c6ccncc6)n(CCN6CCCCC6)c5c4)CC3)n2)cc1,-15.6%[76.3 µM]
Cc1ccc2oc(C(=O)NCC(c3ccc(Cl)cc3)N3CCOCC3)c(C)c2c1 (stereo not drawn),-1.3%[76.3 µM]
CCOc1ccc(CCNC(=O)CN(c2ccc(C)cc2)S(=O)(=O)N(C)C)cc1OCC,8.4%[76.3 µM]
COc1ccc(N(CC(=O)NCCc2ccc(Cl)cc2)S(=O)(=O)c2c(C)nn(C)c2C)cc1,-9.4%[76.3 µM]
Cc1ccc(S(=O)(=O)N[C@H](C(=O)N2CCC(C(=O)N[C@@H](CCC(N)=O)C(=O)O)CC2)C(C)C)cc1,7.1%[76.3 µM]
O=C(C1=C(O)C(=O)N(CCCn2ccnc2)C1c1ccccc1)c1ccco1 (stereo not drawn),0.5%[76.3 µM]
COc1cc(C(=O)Nc2ccc(Cl)c(-c3nc4ncccc4o3)c2)cc(OC)c1OC,-5.6%[76.3 µM]
Cc1ccc2c(c1)N(C)/C(=C/c1cccc[n+]1C)S2,0.1%
Cc1cccc(-c2nnn3c2nc(NCc2ccc4c(c2)OCO4)c2ccccc23)c1,-10.8%[76.3 µM]
C=CCOC(=O)C1=C(C)NC(=O)NC1c1ccc(OCC)cc1 (stereo not drawn),4.0%[76.3 µM]
CCOc1ccc(/C=C/c2nc(C#N)c(N3CCN(CC)CC3)o2)cc1,11.1%[76.3 µM]
Cc1cc(C(=O)NC2CCCc3c2cnn3-c2ccc(C(C)(C)C)cc2)nn1C (stereo not drawn),-4.2%[76.3 µM]
CCOC(=O)N1CCN(C(=O)c2ccc(NS(=O)(=O)c3ccc(C)cc3)cc2)CC1,-12.2%[76.3 µM]
COCCCn1c(=N)c(C(=O)NCc2cccnc2)cc2c(=O)n3cc(C)ccc3nc21,2.3%[76.3 µM]
Cc1ccc(OC(=O)c2cc(-c3ccc4c(c3)OCCO4)on2)cc1C,-1.5%[76.3 µM]
O=C(CSc1nnc(NC(=O)c2ccco2)s1)Nc1ccc(F)cc1F,3.7%[76.3 µM]

# Three compounds out of the list above, arranged by the number in GAA glycogen mod, largest number first:
SMILES,GAA glycogen mod
Cc1ccc2c(c1)N(C)/C(=C/c1cccc[n+]1C)S2,0.1%
CCOC(=O)c1c(-c2ccc(OC)cc2)oc2ccc(OCC(N)=O)cc12,-1.9%
CC(=O)Nc1ccc(NC(=O)[C@@H](NC(=O)c2cccc(C)c2)C(C)C)cc1,-10.6%
